dFosB act = mouse delta FosB homodimer activation | P13346 | purified delta FosB, TAMRA-CDK5 oligo fluorescence polarization; percent of positive-control signal above neutral wells | activation, % at 25 µM | 0.99% of 340,000 active;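 active = mean activation above about 17%, with every replicate also reaching it, limit read from the data, passing the limit was not always enough; inconclusive = only one of the two conditions met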;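 also: fluorescence polarization rise as delta FosB binds a TAMRA Cdk5 AP-1 oligo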
Rtt109 HAT inh = C. albicans Rtt109 histone acetyltransferase inhibition. 0.16% of 330,000 active. purified Rtt109/Vps75, ThioGlo CoA-SH fluorescence, 4 h. inhibition, % at 34.9 µM. Q5AAJ8;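 active = inhibition of at least 50% in every replicate; inconclusive = best replicate reaches 50% inhibition but some replicates fall short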
Target sequence (Q5AAJ8 whole entry, looked up): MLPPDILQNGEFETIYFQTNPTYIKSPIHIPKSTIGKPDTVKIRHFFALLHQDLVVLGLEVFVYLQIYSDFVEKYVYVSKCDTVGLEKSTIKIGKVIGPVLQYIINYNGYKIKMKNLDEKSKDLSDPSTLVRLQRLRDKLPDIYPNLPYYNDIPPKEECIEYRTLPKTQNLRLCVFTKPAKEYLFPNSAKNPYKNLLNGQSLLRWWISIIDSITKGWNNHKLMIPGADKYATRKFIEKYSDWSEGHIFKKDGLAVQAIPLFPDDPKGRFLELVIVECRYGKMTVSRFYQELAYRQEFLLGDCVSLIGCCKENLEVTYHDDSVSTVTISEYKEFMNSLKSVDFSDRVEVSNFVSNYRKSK
C-LANA FP = inhibitors of KSHV LANA C-terminal domain DNA binding | MBP-C-LANA/FAM-LBS DNA binding, fluorescence polarization | inhibition, % at 9 µM | 0.078% of 340,000 active | AID 504423;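 active = highest replicate inhibition at or above 60% at 9 µM, even if other replicates fall short; inactive = all replicates below 60% inhibition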;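 also: 0% = neutral control wells and 100% = 4 µM acridine orange control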
Mot1-301 SUMO = blocks SUMOylation pathway, rescuing yeast Mot1-301 growth. S. cerevisiae Mot1-301 growth rescue, ATP luminescence, 38.5C; percent above DMSO median, 100 means doubled. growth rescue, % at 18.8 µM. 1% of 320,000 active;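 active = every valid replicate shows activation above 250% relative to neutral control wells; inactive = the rest, any valid replicate at or below 250%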;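 also: OY570 slx delta 5 strain wells were the positive control but not used for scaling; some compounds called inactive have numbers as strong as hits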
CDK5 p35 inh = inhibitors of human CDK5/p35 kinase; Q00535+Q15078; Recombinant CDK5/p35, ADP-Glo luminescence, 60 min; inhibition, % at 10 µM; 0.01% of 330,000 active; AID 488839;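 active = highest replicate inhibition of at least 50% and at least 75% of replicates reaching 50%; inconclusive = only one of the two criteria met; inactive = both criteria failed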;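 also: plate controls were DMSO neutral control for no effect and GW8510 at 10 µM for full effect; many of its hits are not listed in these tables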
Target sequence (Q00535 whole entry, looked up): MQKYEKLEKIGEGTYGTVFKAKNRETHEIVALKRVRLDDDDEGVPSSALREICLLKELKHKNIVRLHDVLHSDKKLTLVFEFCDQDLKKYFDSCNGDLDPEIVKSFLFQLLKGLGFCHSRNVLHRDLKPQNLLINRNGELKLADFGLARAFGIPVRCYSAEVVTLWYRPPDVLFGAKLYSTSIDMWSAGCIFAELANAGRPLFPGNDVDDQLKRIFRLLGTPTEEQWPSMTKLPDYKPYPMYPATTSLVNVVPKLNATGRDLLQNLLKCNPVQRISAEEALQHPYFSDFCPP
Target sequence (Q15078 whole entry, looked up): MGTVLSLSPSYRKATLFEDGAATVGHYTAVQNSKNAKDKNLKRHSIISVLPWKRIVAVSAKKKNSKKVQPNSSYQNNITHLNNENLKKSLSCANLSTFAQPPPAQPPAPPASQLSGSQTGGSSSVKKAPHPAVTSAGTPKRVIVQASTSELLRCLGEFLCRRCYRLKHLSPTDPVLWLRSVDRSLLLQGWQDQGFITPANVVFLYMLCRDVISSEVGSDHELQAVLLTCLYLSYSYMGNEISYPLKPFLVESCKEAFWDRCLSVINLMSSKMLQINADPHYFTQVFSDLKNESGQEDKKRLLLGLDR
Cardiac RTF inh = cardiac RTF calcium desensitization; P19429+P45379; IANBD-labeled cardiac RTF, Ca2+ fluorescence; inhibition, % at 7.15 µM; 0.12% of 340,000 active; AID 493244;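 active = inhibition above the mean inhibition of all tested compounds plus 3 SD, cut at about 17% in these data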;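 also: assay run at fixed EC70 calcium of 1.6 mM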
PvdQ inh = P. aeruginosa PvdQ acylase inhibition; purified PvdQ acylase, fluorescence plate reader; inhibition, % at 10 µM; 0.063% of 340,000 active; AID 488965; in the data active = inhibition above about 30%, passing the limit was not always enough; inconclusive = no clear call, values can overlap the other calls;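 also: 0% = vehicle neutral wells and 100% = reference inhibitor wells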
cardiac RTF act = cardiac RTF calcium sensitization; 0.24% of 340,000 active; P19429+P45379; activation, % at 7.2 µM; IANBD-labeled TnC RTF fluorescence at EC20 calcium; 0% EC20 calcium, 100% full calcium;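 active = activation above the mean over all tested compounds plus 3 SD, cut at about 30% in these data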;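 also: rise in fluorescence read as greater calcium sensitivity of cardiac thin filaments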
Keap1-Nrf2 PPI = Keap1-Nrf2 (human) interaction inhibition; Q14145; Keap1 Kelch-Nrf2 peptide fluorescence polarization, 1536-well; inhibition, % at 9.4 µM; 0.15% of 340,000 active; AID 504523; in the data active = inhibition above about 12%; inconclusive = no clear call, values can overlap the other calls; inactive = below about 7.3%;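 also: human Keap1 Kelch domain with fluorescein labeled Nrf2 9mer peptide probe; 0% = neutral control wells and 100% = peptide positive control; higher means more block of Keap1 binding to Nrf2 peptide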
NSD2 HMT inh = blocks human histone methyltransferase NSD2 | 0.54% of 310,000 active | NSD2 peptide methylation, AlphaScreen, 120 min | inhibition, % at 12.5 µM | O96028; in the data active = inhibition above about 50%
PfHsp90 yeast 2 = reduces growth (ATP signal) of yeast expressing P. falciparum Hsp90. S. cerevisiae expressing PfHsp90, BacTiter-Glo ATP, 48 h; yeast lacking PDR1 and PDR3 efflux regulators. inhibition, % at 9.4 µM. 0.32% of 310,000 active. AID 504621;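 active = every replicate shows inhibition above about 80%, whatever the replicate mean, limit read from the data; inconclusive = mean inhibition reaches the set limit but some replicate falls short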;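 also: 0% = DMSO neutral controls and 100% = 20 µM radicicol positive controls; yeast relying on Plasmodium falciparum Hsp90 in place of its own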
Numbers without * were called inactive; ? = inconclusive; . = no result given.

SMILES	dFosB act	Rtt109 HAT inh	C-LANA FP	Mot1-301 SUMO	CDK5 p35 inh	Cardiac RTF inh	PvdQ inh	cardiac RTF act	Keap1-Nrf2 PPI	NSD2 HMT inh	PfHsp90 yeast 2
CCc1nc2n(n1)C(O)c1cc([N+](=O)[O-])ccc1S2 (stereo not given)	-1	-2	0.7	-9	0.2	1	-2	-6	2	0	5
COc1cccc(N2C(=O)CC(N3CCC(C(N)=O)(N4CCCCC4)CC3)C2=O)c1 (stereo not given)	-14	7	1.3	-11	0.4	-11	0	5	0	.	17
Cc1nc2ccc(NC(=O)c3ccc(Br)o3)cc2s1	-24	9	-0.4	-21	-0.5	-16	-1	11	-1	2	16
Cc1nn(C)c(C)c1/C=N/N=C1\CCC2C3CCc4cc(O)ccc4C3CCC12C (stereo not given)	-11	-6	2.8	5	-0.5	-3	-10	-2	-1	0	-6
c1cn(CCCNC2CCCCCCC2)cn1	1	-1	0.8	1	-0.9	0	-16	1	-4	-1	-24
CCN(CC(=O)N1CCN(c2ccccc2)CC1)S(=O)(=O)c1ccc(C)cc1	-3	3	2.1	3	2.5	-5	2	-6	-6	-1	13
CC1(C)Cc2c(C#N)c(SCc3nc4ccccc4[nH]3)nc(N3CCOCC3)c2CO1	-3	-21	2.2	-7	-1.2	-4	-8	-8	1	3	4
Cc1nnc2n(Cc3ccccc3)c(=O)c3c4c(sc3n12)COC(C(C)C)C4 (stereo not given)	-1	1	-1.3	-4	-0.1	-1	-5	2	-8	4	-12
Cc1cc(C)cc(NC(=O)C2CCCN2S(=O)(=O)c2cccc3cccnc23)c1 (stereo not given)	-4	5	1.8	2	0.9	1	-10	-2	1	-3	13
NC(=S)NNC(=O)c1ccccc1Cl	7	-6	-2.1	1	1.7	-2	-13	-9	-4	0	-5
Cc1ccc(NC(=O)N2CCC(NC(=O)c3ccco3)CC2)cc1	0	-2	1.3	-21	0.7	1	-3	-7	3	.	10
Cc1cccc(NC(=O)C23CCC(C)(/C(=N/O)C2)C3(C)C)c1 (stereo not given)	-6	-26	-0.2	14	-1.9	1	-16	2	-2	1	-7
O=C(NCC(=O)N(CC1CCCO1)C1(C(=O)NC2CCCCC2)CCCCC1)c1ccccc1 (stereo not given)	-8	20	-0.4	6	0.5	-6	-10	16	2	-2	9
CCOC(=O)C(NC(=O)NCc1cccc(C(F)(F)F)c1)(OCC)C(F)(F)F (stereo not given)	-2	?	0.2	3	0.2	8	7	5	-3	-1	1
COc1cc(NC(=O)c2ccc(N3CCCC3=O)cc2)cc(OC)c1	-5	2	-5.9	3	0.4	6	11	-4	4	-2	-4
COc1ccccc1C(N)=S	2	0	-2.7	-13	0.9	-19	-10	5	-3	-4	-3
O=S(=O)(c1ccc(Br)cc1)N1CCN=C1SCc1cccnc1	-2	-3	-1.3	10	0.5	-8	-15	-2	0	0	-6
Cc1cccc(C)c1N(CC(=O)NCc1ccc(F)cc1)C(=O)c1csnn1	-13	-3	-0.6	-24	1.6	-12	-5	5	-5	-5	-48
Cn1c(=O)oc2cc(S(=O)(=O)NC3CCCCCCC3)ccc21	6	4	-0.7	-21	-3.4	0	3	-5	-3	0	0
Cc1cc(C)c(S(=O)(=O)N2CCN(c3ccccn3)CC2)c(C)c1	0	11	0.6	.	0.3	-7	-11	1	4	-3	-12
Cc1ccc2c(c1)C(c1ccccc1)N(C(=O)c1ccc(Br)cc1)CC(=O)N2 (stereo not given)	3	8	.	-24	-0.1	-5	-8	2	-5	0	16
Cc1c(C(=O)NCC2CCCO2)cccc1[N+](=O)[O-] (stereo not given)	-7	2	-1.3	-19	-2.4	9	-11	0	-4	-2	-20
CC(=O)c1c(OCC(=O)N(C)C2CCCCC2)ccc2c(C)cc(=O)oc12	0	2	1.4	163	-0.4	-6	6	-1	-2	0	8
CC(NC(=O)Cc1ccccc1)C(=O)O (stereo not given)	-4	1	-1.1	-10	-3.0	3	-25	9	-4	.	6
COC1CCCCC1NS(=O)(=O)c1ccccc1 (stereo not given)	-5	-13	-1.8	-20	-0.6	-6	-7	0	-2	.	62
CCN1CCN(CCC2Oc3cc([N+](=O)[O-])ccc3NC2=O)CC1 (stereo not given)	-13	4	1.2	-17	0.5	-4	-14	4	-2	11	7
c1ccc(Cc2nnc3sc(-c4ccc5c(c4)OCCO5)nn23)cc1	-19	3	3.5	20	-6.3	-20	-6	11	-7	.	-32
CCOC(=O)c1sc(=NC(=O)/C=C/c2ccccc2)n(C)c1C	-6	-2	-1.9	8	-2.1	2	-7	5	-4	-2	-10
Cc1ccccc1C(=O)Nc1ccc(S(=O)(=O)N2CCOCC2)cc1	2	-4	0.8	-21	-0.5	-2	-21	0	-5	-1	3
CCOc1ccc(-n2c(N)c(C(=O)NCC3CCCO3)sc2=S)cc1 (stereo not given)	-11	1	-0.4	154	-0.5	0	-3	11	-8	-2	5
COC(=O)C1CN(S(=O)(=O)c2ccc(C)cc2)CCN1S(=O)(=O)c1ccc(C)cc1 (stereo not given)	-19	6	2.8	.	1.1	5	-18	1	-1	-2	17
O=C(c1cnn(C(=O)c2cccc(S(=O)(=O)N3CCOCC3)c2)c1)c1ccccc1O	-5	4	2.4	5	0.5	1	-16	2	4	2	29
CC(C)(CNc1ccc([N+](=O)[O-])cc1Cl)N1CCOCC1	-4	-6	-0.9	18	0.0	6	-3	-9	0	0	-10
CCCCn1c(CN2CCN(C(=O)OCC)CC2)nc2c1c(=O)[nH]c(=O)n2C	1	1	0.5	-6	-0.1	-5	-8	3	-1	1	1
COc1ccc(-c2ccc3c(c2)C2CC3CCN2)cc1 (stereo not given)	5	-6	-1.5	.	-1.0	-2	-15	-6	5	.	3
CCCCCn1c(C(Cc2ccccc2)NC(C)=O)nc2ccccc21 (stereo not given)	-15	-4	2.5	-33	0.1	-10	-2	1	5	.	-5
NC(=O)CSc1nnc(COc2ccccc2)n1C1CCCCC1	-4	5	-1.8	.	-3.5	-8	-14	0	-6	-3	15
Cc1ccc(NS(=O)(=O)c2coc(C(N)=O)c2)cc1F	-4	-2	0.1	67	2.3	-12	1	7	-8	.	0
COc1cc(C(CC(=O)N2CCN(c3ccccc3)CC2)c2c(OC)cc(OC)c3ccc(=O)oc23)cc(OC)c1OC (stereo not given)	-1	-6	-3.4	9	-0.8	-2	3	-7	-2	.	.
COc1cc(-c2nnc(SCC(=O)O)n2-c2ccccc2)cc(OC)c1OC	7	11	0.2	-7	0.0	-2	-8	-9	0	-3	1

Some values from the list.
For NSD2 HMT inh, `CC(C)(CNc1ccc([N+](=O)[O-])cc1Cl)N1CCOCC1` shows 0
For NSD2 HMT inh, `CCOc1ccc(-n2c(N)c(C(=O)NCC3CCCO3)sc2=S)cc1` (stereo not given) shows -2
For cardiac RTF act, `CCCCCn1c(C(Cc2ccccc2)NC(C)=O)nc2ccccc21` (stereo not given) shows 1
For NSD2 HMT inh, `CC(=O)c1c(OCC(=O)N(C)C2CCCCC2)ccc2c(C)cc(=O)oc12` shows 0

New compounds follow:
SMILES	dFosB act	Rtt109 HAT inh	C-LANA FP	Mot1-301 SUMO	CDK5 p35 inh	Cardiac RTF inh	PvdQ inh	cardiac RTF act	Keap1-Nrf2 PPI	NSD2 HMT inh	PfHsp90 yeast 2
OCCCNc1cc(-c2ccnc(Nc3cccc(Cl)c3)n2)ccn1	-8	3	-1.0	-14	58*	-11	-6	-6	-1	.	8
O=C(CN(C(=O)Cn1nnc(-c2ccccc2F)n1)c1cccc2c1CCCC2)NCc1ccccc1	-13	.	1.4	-12	-0.8	-1	8	-4	1	2	.
CC1CC(C)CN(CCCCOc2ccc([N+](=O)[O-])cc2)C1 (stereo not given)	3	-4	0.2	238	0.3	1	-5	0	0	9	7
COCCCNC(=O)CN(c1cc([N+](=O)[O-])ccc1OC)S(C)(=O)=O	-1	8	-0.8	-8	-0.7	1	-13	4	0	-2	21
CC(=O)Nc1ccc(NCc2ccc(C)s2)cc1	-1	4	3.9	9	1.3	3	-3	-12	-1	56*	-22
CC1(C)N([O-])C2=C(CCCC2)[N+]1=O	-1	-4	2.8	.	0.3	-10	5	-3	1	9	-10
C=CCn1c(C)cc(-c2csc(NC(=O)C3CCN(c4ncnc5sc(C)c(C)c45)CC3)n2)c1C	30*	-9	-1.1	.	0.7	-1	4	-3	-6	1	.
Cc1cccc(NC(=O)c2cc3c(=O)n4ccccc4nc3n(CC(C)C)c2=N)c1	3	5	-1.8	-17	0.3	-7	-5	-2	0	.	0
CCC1NC(=O)c2ccccc2N1c1cccc(Cl)c1 (stereo not given)	3	-4	0.5	20	7.8	1	-1	-3	-1	-3	-13
O=C(NC1CC2CCCC(C1)N2Cc1ccccc1)c1cccc(Cl)c1 (stereo not given)	-1	-9	-0.9	36	1.1	-3	-11	5	-3	0	2
O=C(/C=C/c1ccco1)NC(=S)Nc1cc(C(F)(F)F)ccc1N1CCOCC1	-8	-1	1.1	-13	0.0	-2	-13	-4	-5	2	-9

7 compounds already listed, ordered by heavy-atom count, lowest first.
SMILES	dFosB act	Rtt109 HAT inh	C-LANA FP	Mot1-301 SUMO	CDK5 p35 inh	Cardiac RTF inh	PvdQ inh	cardiac RTF act	Keap1-Nrf2 PPI	NSD2 HMT inh	PfHsp90 yeast 2
CC(=O)Nc1ccc(NCc2ccc(C)s2)cc1	-1	4	3.9	9	1.3	3	-3	-12	-1	56*	-22
Cc1nc2ccc(NC(=O)c3ccc(Br)o3)cc2s1	-24	9	-0.4	-21	-0.5	-16	-1	11	-1	2	16
COc1ccc(-c2ccc3c(c2)C2CC3CCN2)cc1 (stereo not given)	5	-6	-1.5	.	-1.0	-2	-15	-6	5	.	3
Cn1c(=O)oc2cc(S(=O)(=O)NC3CCCCCCC3)ccc21	6	4	-0.7	-21	-3.4	0	3	-5	-3	0	0
CCCCCn1c(C(Cc2ccccc2)NC(C)=O)nc2ccccc21 (stereo not given)	-15	-4	2.5	-33	0.1	-10	-2	1	5	.	-5
CC(=O)c1c(OCC(=O)N(C)C2CCCCC2)ccc2c(C)cc(=O)oc12	0	2	1.4	163	-0.4	-6	6	-1	-2	0	8
COc1cc(C(CC(=O)N2CCN(c3ccccc3)CC2)c2c(OC)cc(OC)c3ccc(=O)oc23)cc(OC)c1OC (stereo not given)	-1	-6	-3.4	9	-0.8	-2	3	-7	-2	.	.
